High-throughput results as filed in PubChem BioAssay.
AMPAR-TARP mod: modulates AMPAR-stargazin complexes | 3.5% of 40,000 active | AID 1259245 | HEK293 GluA2+stargazin, membrane potential dye (FDSS), glutamate EC50; hits were called plate by plate, in both directions | O88602+P19491 | calls only at 30 µM;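 active = any of four per-well response measures lying three or more SD from its plate-wide compound average, in either direction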
Target sequence (O88602 whole entry, looked up): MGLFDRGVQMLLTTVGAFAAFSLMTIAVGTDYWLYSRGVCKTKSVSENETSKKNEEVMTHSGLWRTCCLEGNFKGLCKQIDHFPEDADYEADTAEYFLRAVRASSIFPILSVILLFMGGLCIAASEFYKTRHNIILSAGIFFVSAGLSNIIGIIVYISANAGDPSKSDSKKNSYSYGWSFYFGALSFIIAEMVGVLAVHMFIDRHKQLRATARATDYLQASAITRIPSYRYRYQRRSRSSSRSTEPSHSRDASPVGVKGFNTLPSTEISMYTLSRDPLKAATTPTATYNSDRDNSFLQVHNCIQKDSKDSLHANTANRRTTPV
Target sequence (P19491 whole entry, looked up): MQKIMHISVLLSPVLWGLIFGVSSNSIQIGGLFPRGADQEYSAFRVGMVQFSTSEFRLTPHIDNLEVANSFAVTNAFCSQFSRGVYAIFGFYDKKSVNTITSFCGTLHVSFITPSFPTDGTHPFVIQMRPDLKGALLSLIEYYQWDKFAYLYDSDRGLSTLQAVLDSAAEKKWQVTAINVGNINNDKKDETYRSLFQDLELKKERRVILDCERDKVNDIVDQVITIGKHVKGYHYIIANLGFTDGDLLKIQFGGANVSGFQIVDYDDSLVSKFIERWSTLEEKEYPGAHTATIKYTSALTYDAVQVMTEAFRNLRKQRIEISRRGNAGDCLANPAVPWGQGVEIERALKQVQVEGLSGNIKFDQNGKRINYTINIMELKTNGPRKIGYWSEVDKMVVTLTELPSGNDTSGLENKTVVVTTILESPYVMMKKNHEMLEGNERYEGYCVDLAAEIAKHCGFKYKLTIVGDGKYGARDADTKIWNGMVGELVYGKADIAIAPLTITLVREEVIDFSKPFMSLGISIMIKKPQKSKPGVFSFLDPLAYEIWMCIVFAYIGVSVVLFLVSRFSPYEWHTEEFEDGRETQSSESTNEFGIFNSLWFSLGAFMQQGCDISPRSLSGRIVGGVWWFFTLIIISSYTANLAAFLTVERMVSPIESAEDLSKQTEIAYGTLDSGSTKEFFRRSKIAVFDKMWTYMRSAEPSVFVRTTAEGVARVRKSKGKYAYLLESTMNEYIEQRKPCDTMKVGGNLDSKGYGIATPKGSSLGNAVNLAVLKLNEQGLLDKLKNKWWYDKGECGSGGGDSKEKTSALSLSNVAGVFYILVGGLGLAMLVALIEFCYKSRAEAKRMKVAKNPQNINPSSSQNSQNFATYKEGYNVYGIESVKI
AMPAR-TARP mod agonism max-min: also measured in AMPAR-TARP mod; calls as there; compound max-min signal; compound-alone response (agonism);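 unitless range of fluorescence divided by baseline over first 100 seconds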
AMPAR-TARP mod glutamate slope: also measured in AMPAR-TARP mod; calls as there; glutamate slope, % of max; measured here: glutamate response slope, % max;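 scaled per plate between vehicle wells and maximal 1 mM glutamate control wells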
Starred values were filed as active, the others as inactive; i = inactive; + = active, no number; & = joins results of further samples. A portion of the library. The share of hits here may be higher or lower than overall.

SMILES	AMPAR-TARP mod	AMPAR-TARP mod agonism max-min	AMPAR-TARP mod glutamate slope
O=c1c2nnn(-c3ccccc3)c2ncn1Cc1nc(-c2cccc(C(F)(F)F)c2)no1	i	0.095	68
O=C(Nc1ccon1)C(=O)NC1CCCCC1	i	0.094	52
CS(=O)(=O)N1CCCC1C(=O)Nc1ccc(-c2nc3ccccc3[nH]2)cc1 (centres undefined)	i	0.19	61
Cn1cccc1C(O)CNC(=O)C(=O)NC1CCCC1 (centres undefined)	i	0.11	63
COc1ccc(-n2c(C)cn3c4c(=O)n(Cc5ccccc5)c(=O)n(C)c4nc23)c(OC)c1	i	0.062	31
Cc1nc(N2CCOCC2)nc(N2CCCC2)c1[N+](=O)[O-]	i	0.05	56
O=C(Cc1cc(-c2ccc(Cl)cc2)on1)NCc1ccc2c(c1)OCO2	i	0.079	51
COc1ccc(S(=O)(=O)CC(=O)Nc2nnc(-c3ccco3)o2)cc1	i	0.033	53
COc1ccc(CC(=O)Nc2cc(C)nn2C2CCS(=O)(=O)C2)cc1OC (centres undefined)	i	0.051	40
CSc1ccccc1C(=O)NCC(C)(O)C1CC1 (centres undefined)	i	0.094	57
O=C(NCCN1CCOC(c2ccccc2)C1)c1c(F)cccc1F (centres undefined)	i	0.04	33
O=C(c1cccs1)N(CCCn1ccnc1)c1nc2c(Cl)cccc2s1	i	0.12	43
CN(C)S(=O)(=O)c1ccc(C(=O)Nc2ccc3c(c2)N(C(=O)C(C)(C)C)CC3)cc1	i	0.097	55
CCC(=O)N1CCN=C1SCc1cccc(C(F)(F)F)c1	i	0.042	77
O=C(CSc1ccc(F)cc1)NCc1n[nH]c(=O)c2ccccc12	i	0.097	61
O=S(=O)(NCCc1ccccc1)c1cccc2nsnc12	i	0.12	89
COc1ccccc1-c1ccc(N2CCN(C(=O)CC3CCCCC3)CC2)nn1	i	0.027	38
Cn1c(=O)c2sccc2n2c(CCCC(=O)N3CCN(c4ccc(F)cc4)CC3)nnc12	i	0.065	33
CN=C(NS(=O)(=O)c1ccc(F)cc1)c1ccccc1	i	0.064	36
CC(=O)Nc1cccc(NC(=O)Cc2csc(NC(=O)C3CCC(=O)N3)n2)c1 (centres undefined)	i	0.074	54
COc1cccc(C2C(C#N)=C(N)Oc3n[nH]c(C)c32)c1OC (centres undefined)	i	0.086	58
CCc1ccc(C(=O)N2CCC(CN3CCN(C)CC3C)CC2)cc1 (centres undefined)	i	0.051	59
O=C(Cc1cc(-c2ccc3c(c2)OCO3)on1)Nc1ccc(OC(F)(F)F)cc1	i	0.053	17
COc1cccc(C(=O)NCC2CCN(S(C)(=O)=O)CC2)c1OC	i	0.064	52
Cc1ccc(CNC(=O)C(=O)NCC(c2ccc(F)cc2)N2CCOCC2)cc1 (centres undefined)	i	0.04	60

Continued.
SMILES	AMPAR-TARP mod	AMPAR-TARP mod agonism max-min	AMPAR-TARP mod glutamate slope
Cc1nn(S(=O)(=O)N(C)C)c(C)c1Br	i	0.12	73
CCOc1nn(CC)cc1-c1nnc(SCC(=O)N2CCCC2)n1C	i	0.049	25
COc1ccc2c(CC(=O)Nc3ccc4c(c3)OCCO4)cc(=O)oc2c1	i	0.096	63
Cc1cccc(CN(c2ccc3c(c2)OCCO3)S(=O)(=O)c2ccc3nncn3c2)c1	i	0.12	60
O=C(C1CC1)N1CCc2ccc(NS(=O)(=O)c3ccc4c(c3)CCCC4)cc21	+	0.073*	67*
CC(C)N(C(=O)C(=O)c1cn(CC(=O)N2CCOCC2)c2ccccc12)C(C)C	i	0.056	55
COc1cc(-c2ccc(SCC(=O)Nc3ccccc3C(F)(F)F)nn2)cc(OC)c1OC	i	0.033	57
CC(=O)Nc1ccc(C(=O)NCCNC(=O)C2CC2)cc1	i	0.071	32
CCCOc1ccc(-c2csc(NC(=O)C3CCCN(S(C)(=O)=O)C3)n2)cc1 (centres undefined)	i	0.082	43
O=C(CN1C(=O)COc2ccccc21)N1CCCC1	i	0.047	51
CCCS(=O)(=O)N1CCCc2cc(NS(=O)(=O)c3cc(OC)ccc3OC)ccc21	i	0.062	64
COc1ccc(/C=N\Nc2nc3ccccc3o2)cc1O	i	0.13	53
CC(NC(=O)c1ccccc1)C12CC3CC(CC(C3)C1)C2 (centres undefined)	i	0.082	49
Cc1ccc(S(=O)(=O)N2CCC(C(=O)Nc3ccc4c(c3)C(=O)N(C)C4=O)CC2)cc1	i	0.11	53
CCOC(=O)N1CCC(NC(=O)C(=O)Nc2ccccc2Cl)CC1	i	0.099	52
O=C(Nc1ccccc1F)N1CCN(c2ccc(Nc3ccncc3)nn2)CC1	i	0.32	56
CS(=O)(=O)N1CCSC1c1ccc(Cl)cc1 (centres undefined)	i	0.15	62
Cc1sc(NC(=O)CCc2ccccc2)c(-c2nc3ccccc3s2)c1C	i	0.081	31
COc1cccc(-c2cc(C(=O)NC3CC3)c3c(C)nn(C4CCS(=O)(=O)C4)c3n2)c1 (centres undefined)	i	0.046	28
CS(=O)(=O)c1ccc2nc(NC(=O)Cc3csc(-n4cccc4)n3)sc2c1	i	0.14	53
COC1CCN(S(=O)(=O)CCN2C(=O)CCCC2=O)CC1	i	0.12	73
O=C(N(c1ccc(Br)cc1)C1C=CS(=O)(=O)C1)C(F)(F)F (centres undefined)	i	0.096	62
COc1ccccc1N1CCCn2c1nc1c2c(=O)n(Cc2ccc(C)cc2)c(=O)n1C	i	0.086	56
COc1cccc(CNC(=O)Cc2cc(-c3ccc(F)cc3)on2)c1	i	0.097	44
CCOc1ccc(NC(=O)c2sc(Nc3ccccc3OC)nc2C)cc1	i	0.13	54

Gathered by group, the compounds so far containing two or more sulfur atoms
SMILES	AMPAR-TARP mod	AMPAR-TARP mod agonism max-min	AMPAR-TARP mod glutamate slope
O=C(c1cccs1)N(CCCn1ccnc1)c1nc2c(Cl)cccc2s1	i	0.12	43
O=S(=O)(NCCc1ccccc1)c1cccc2nsnc12	i	0.12	89
CCCOc1ccc(-c2csc(NC(=O)C3CCCN(S(C)(=O)=O)C3)n2)cc1 (centres undefined)	i	0.082	43
CCCS(=O)(=O)N1CCCc2cc(NS(=O)(=O)c3cc(OC)ccc3OC)ccc21	i	0.062	64
CS(=O)(=O)N1CCSC1c1ccc(Cl)cc1 (centres undefined)	i	0.15	62
Cc1sc(NC(=O)CCc2ccccc2)c(-c2nc3ccccc3s2)c1C	i	0.081	31
CS(=O)(=O)c1ccc2nc(NC(=O)Cc3csc(-n4cccc4)n3)sc2c1	i	0.14	53

The list continues:
SMILES	AMPAR-TARP mod	AMPAR-TARP mod agonism max-min	AMPAR-TARP mod glutamate slope
CCCCn1cnc2c(-c3ccccc3)cn(CC(=O)Nc3cccc(C(C)=O)c3)c2c1=O	i	0.089&0.035	50&118
Cc1ccc(Cl)cc1-n1c(C)c(C)n2c3c(=O)n(CC(N)=O)c(=O)n(C)c3nc12	i	0.039	37
O=C(Cc1csc(NC(=O)c2ccc[nH]c2=O)n1)NCc1ccco1	i	0.077	33
Cc1cc(C(=O)Nc2nc(-c3ccc4c(c3)OCCO4)cs2)on1	i	0.077	43
CSc1nc2ccc(NC(=O)C3CCCCC3)cc2s1	i	0.056	57
CC(=O)Nc1cccc(NC(=O)c2ccc(=O)n(Cc3cc(C)ccc3C)c2)c1	i	0.047	51
CCOc1ccc(S(=O)(=O)N2CCC(C(N)=O)CC2)c(OCC)c1	i	0.091	57
CCOc1ccc(-n2nnnc2SCC(=O)Nc2cccc(OC)c2)cc1	i	0.078&0.041	52&99
Cc1c(C(=O)N2CCC3(CC2)OCCO3)c(C(F)(F)F)nn1C(C)C	i	0.1	57
OC(COC1CCCC1)CN1CCN(C(c2ccccc2)c2ccccc2)CC1 (centres undefined)	i	0.1	50
CCCCN1CC(c2nc3ccccc3n2CCOc2ccccc2C)CC1=O (centres undefined)	i	0.11	81
CCOc1ccc(NC(=O)C(=O)NCC2CCN(C(=O)c3cc4ccccc4o3)CC2)cc1	i	0.1	59
COc1ccccc1C(=O)NC1CC(=O)N(c2cccc(F)c2)C1 (centres undefined)	i	0.063	58
Cc1ccc(S(=O)(=O)N2CCN(Cc3nc(C(C)(C)C)cs3)CC2)cc1C	i	0.14	60
COc1ccc(S(=O)(=O)NCC(c2cccn2C)N2CCCC2)cc1F (centres undefined)	i	0.06	53
CCN1CCc2c(sc(NC(=O)c3nc4ccccc4s3)c2-c2nc3ccccc3s2)C1	i	0.12	81
COc1ccc(NC(=O)N2CCN(c3ccc(C)nn3)CC2)c(C)c1	i	0.024	36
Cc1nc2cc(NC(=O)Cn3nc(-c4ccc5c(c4)OCO5)ccc3=O)ccc2s1	i	0.088	65
COc1ccccc1NC(=O)N1CCC(CNC(=O)C2CCN(S(C)(=O)=O)CC2)CC1	i	0.048	37
COCCn1c(=O)c2c(nc3n2CCCCN3c2ccc(C)cc2)n(C)c1=O	i	0.11	67
CCc1cc(S(=O)(=O)NC2CC(C)(C)NC(C)(C)C2)ccc1OC	i	0.094	57
COc1ccc(NC(=O)C(=O)NCCC2CCCCN2S(=O)(=O)c2ccc(F)cc2)cc1 (centres undefined)	i	0.11	79
COc1ccc(C(=O)Nc2cc(C)nn2C2CCS(=O)(=O)C2)cc1 (centres undefined)	i	0.055	38
COc1ccccc1CNC(=O)c1ccc(N2CCCCS2(=O)=O)cc1	i	0.095	56
FC(F)(F)c1ccc(Nc2nnnc3c2cnn3-c2ccccc2)cc1	i	0.17	40

2 entries drawn at random from those above, as already listed:
SMILES	AMPAR-TARP mod	AMPAR-TARP mod agonism max-min	AMPAR-TARP mod glutamate slope
COc1ccc(C(=O)Nc2cc(C)nn2C2CCS(=O)(=O)C2)cc1 (centres undefined)	i	0.055	38
Cc1cc(C(=O)Nc2nc(-c3ccc4c(c3)OCCO4)cs2)on1	i	0.077	43

Remaining list, next part:
SMILES	AMPAR-TARP mod	AMPAR-TARP mod agonism max-min	AMPAR-TARP mod glutamate slope
CS(=O)(=O)N1CCC(C(=O)NCC2CCN(C(=O)Nc3ccc(F)cc3)CC2)CC1	i	0.049	51
COc1cc(C)c(Br)cc1S(=O)(=O)N1CCN(CCO)CC1	i	0.096	61
O=C(NCCC(O)c1ccco1)NC1CCCCC1 (centres undefined)	i	0.092	51
CCc1ccc(NC(=O)CSc2nccn(-c3ccc(F)cc3)c2=O)cc1	i	0.038	54
Cc1cc(NC(=O)c2ccc(Cl)c(S(=O)(=O)N3CCCCC3)c2)no1	i	0.057	62
CCC(CC)C(=O)Nc1ccc2c(c1)N(C(=O)c1ccco1)CC2	i	0.086	63
Cc1ccc(S(=O)(=O)Nc2ccc3c(c2)CCCN3S(=O)(=O)c2ccccc2)c(C)c1	i	0.09	72
CC(C)(C)c1cc(C(=O)CCN2CCOCC2)cc(C(C)(C)C)c1O	i	0.044	53
COc1cccc(C(=O)Nc2cccc(-n3c(C)nc4ccccc4c3=O)c2)c1	i	0.079	1
Cc1cc(C)cc(NC(=O)CCc2c(C)nn(-c3nc(C)cc(=O)[nH]3)c2C)c1	i	0.11	52
CCOc1ccc(NC(=O)CN2CCN(c3nccn3-c3ccccc3F)CC2)cc1	i	0.025	26
O=C(COc1ccc(Cl)cc1Cl)NCC1CCN(C(=O)c2ccccc2F)CC1	i	0.021	27
CS(=O)(=O)c1cccc(C(=O)Nc2nnc(CCS(=O)(=O)c3ccccc3)o2)c1	i	0.09	45
O=C(NC1CC(=O)N(c2ccccc2)C1)c1cccc(C(F)(F)F)c1 (centres undefined)	i	0.12	61
CS(=O)(=O)NCC1CCN(C(=O)Oc2ccccc2)CC1	i	0.089	59
CS(=O)(=O)c1ccc2nc(NCC3CCCO3)sc2c1 (centres undefined)	i	0.032	32
CCCN1CCCc2cc(CCNC(=O)C(=O)Nc3ccc(C(C)C)cc3)ccc21	i	0.072	38
CCCCNC(=O)c1nnn(-c2ccc(OC)cc2)c1C	i	0.14	55
COc1ccc(CCC(=O)Nc2cc(C)nn2-c2nc3c(cnn3-c3cccc(C)c3C)c(=O)[nH]2)cc1	i	0.087	56
Cn1cccc1C(CNS(=O)(=O)c1cccs1)N1CCc2ccccc2C1 (centres undefined)	i	0.074	54
COCCNC(=O)c1nnn(-c2ccccc2)c1CSc1ncccn1	i	0.063	57
O=C1Cc2cc(NC(=O)NCc3cccs3)ccc2N1	i	0.094	56
COc1cccc(NC(=O)c2cccc(N3CCCS3(=O)=O)c2)c1	i	0.11	54
CCOC(=O)CCC(=O)Nc1cccc(-c2cnc3n2CCC3)c1	+	0.22*	58*
O=C(COc1ccc(S(=O)(=O)N2CCOCC2)cc1)NC1CCCCC1	i	0.028	50

An excerpt from above in order of SMILES length, low to high.
SMILES	AMPAR-TARP mod	AMPAR-TARP mod agonism max-min	AMPAR-TARP mod glutamate slope
COc1ccc(S(=O)(=O)NCC(c2cccn2C)N2CCCC2)cc1F (centres undefined)	i	0.06	53
CC(C)(C)c1cc(C(=O)CCN2CCOCC2)cc(C(C)(C)C)c1O	i	0.044	53
O=c1c2nnn(-c3ccccc3)c2ncn1Cc1nc(-c2cccc(C(F)(F)F)c2)no1	i	0.095	68

(list continues)
SMILES	AMPAR-TARP mod	AMPAR-TARP mod agonism max-min	AMPAR-TARP mod glutamate slope
CSc1ccccc1CN1CCC(CNC(=O)Nc2ccccc2C)CC1	i	0.062	37
O=C(NCC1CCN(S(=O)(=O)C2CC2)CC1)C(=O)Nc1cccc(C(F)(F)F)c1	i	0.078	56
COc1ccc(CCC(=O)NCC(C)(O)c2ccccc2)cc1 (centres undefined)	i	0.089	68
COc1ccccc1CC(=O)NCCOc1ccc2nnc(-c3ccc(F)cc3)n2n1	i	0.12	63
COc1cccc(C(CNC(=O)C(=O)Nc2ccccc2C#N)N2CCOCC2)c1 (centres undefined)	i	0.049	47
CCS(=O)(=O)c1ccc(CC(=O)Nc2ccc(Br)cc2)cc1	i	0.11	67
COc1cccc(CNS(=O)(=O)c2cc3c4c(c2)CCN4C(=O)CC3)c1	i	0.079	58
O=C(Nc1ccc(F)cc1)c1csc(NS(=O)(=O)c2ccccc2)n1	i	0.082	50
Cc1cc(NC(=O)Cc2ccc(S(C)(=O)=O)cc2)n(-c2ccccc2)n1	i	0.051	41
O=C(NCCS(=O)(=O)N1CCN(c2ncccn2)CC1)C1CC1	i	0.081	56
